Screens (PubChem BioAssay)
Jurkat NFkB inh = inhibitors of the PMA/ionomycin-induced NF-kB reporter in Jurkat cells; PMA/ionomycin-induced NF-kB luciferase reporter, luminescence; inhibition, % at 4 µM; 0.53% of 330,000 active; AID 435003; in the data active means inhibition above about 50%
Mdm2 MdmX PPI = disrupts the human Mdm2-MdmX interaction; O15151+Q00987; SaOS-2 split-luciferase Mdm2/MdmX complementation, luminescence; inhibition, % at 8 µM; 3% of 330,000 active; AID 485346;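 active means inhibition of at least 50% at 8 µM in the primary screen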
XBP1 UPR activ = adaptive UPR (XBP1) activation | activation, % at 20 µM | 0.33% of 330,000 active | CHO-XBP1 luciferase reporter, IRE1-XBP1 UPR activation, luminescence; percent of tunicamycin response, DMSO as zero;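 active means versus positive control, 20 µM dose yields 30% or more activation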;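 further: 100% = tunicamycin at 10 µg/mL and 0% = DMSO only wells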
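Test system: CHO-XBP1 luciferase reporter cells | Buffer or medium: Serum-containing F12 medium, 10% FBS | Schedule: 6 h compound exposure at 37 °C, 5% CO2 | Detection: Steady-Glo luciferase glow luminescence, 10 min after reagent addition | Read-out basis: Activation, % of tunicamycin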
697 NFkB inh = lowers PMA/ionomycin-induced NF-kB signal in 697 B cells. 697 B-cell NF-kB luciferase reporter, 16 h. inhibition, % at 4 µM. 0.33% of 330,000 active; in the data active means inhibition above about 35%
APJ antagonist = APJ receptor antagonism; CHO-K1 APJ beta-arrestin complementation, luminescence; inhibition, % at 20 µM; AID 2521; P35414; 0.32% of 330,000 active;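 active means inhibition above about 40% at 20 µM, limit read from the data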;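 further: cells challenged with 10 nM apelin-13 agonist together with compound; plate controls were apelin-13 plus DMSO wells for no effect and DMSO wells lacking apelin-13 for full effect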
Target sequence (P35414 whole entry, looked up): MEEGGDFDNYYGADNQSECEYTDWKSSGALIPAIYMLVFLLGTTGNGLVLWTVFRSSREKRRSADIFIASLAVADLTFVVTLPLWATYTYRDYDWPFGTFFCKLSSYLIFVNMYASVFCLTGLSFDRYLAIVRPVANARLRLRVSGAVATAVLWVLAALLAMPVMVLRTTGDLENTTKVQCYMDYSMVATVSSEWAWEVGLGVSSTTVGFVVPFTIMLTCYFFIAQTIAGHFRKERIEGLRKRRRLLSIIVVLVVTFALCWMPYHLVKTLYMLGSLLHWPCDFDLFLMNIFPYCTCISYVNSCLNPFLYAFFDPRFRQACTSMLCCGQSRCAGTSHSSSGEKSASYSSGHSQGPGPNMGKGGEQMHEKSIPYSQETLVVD
tim23-1 inh = tim23-1 yeast growth inhibition | S. cerevisiae tim23-1 growth, BacTiter-Glo luminescence, 24 h | inhibition, % at 20 µM | 1.3% of 330,000 active | AID 463212;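 active means growth inhibition of the mutant yeast at or above 50%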;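 further: temperature-sensitive mutant grown at 25 °C; plate controls were DMSO-treated mutant yeast for no effect and medium wells lacking yeast for full effect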
UPR CHOP act = activators of apoptotic arm of unfolded protein response (CHOP); AID 449763; activation, % at 10 µM; 0.34% of 330,000 active; CHO-CHOP luciferase reporter, UPR activation, luminescence; percent of tunicamycin response over DMSO baseline;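 active means at 10 µM dose, activation of 40% or more, normalized to positive control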;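 further: 100% = tunicamycin at 10 µg/mL and 0% = DMSO alone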
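Material: CHO-CHOP cells, stable luciferase reporter of PERK-eIF2a-CHOP signalling; quantity: 500 reporter cells seeded per well; buffer or medium: F12 medium containing 10% fetal bovine serum; compound: one dose, 10 µM in 0.5% DMSO; incubation: 6 h compound treatment, 37 °C; measured by: Steady-Glo luciferase luminescence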
APJ ag = activates the human apelin receptor APJ; CHO-K1 APJ PathHunter beta-arrestin, luminescence; 0% DMSO wells, 100% apelin; activation, % at 20 µM; 0.11% of 330,000 active; AID 2520;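 active means activation more than six SD over the plate average, tested at 20 µM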;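 further: 0% = DMSO alone and 100% = apelin-13 at 10 nM; some results filed as inactive read as strong as hits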
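Test system: CHO-K1 APJ beta-arrestin complementation cell line | Compound: Single test compound dose, 20 µM final, 1% DMSO | Incubation: Compound 90 min 25 °C, reagent 1 h | Measured by: beta-gal luminescence | Read-out basis: APJ–arrestin association signal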
Starred values were filed as active, the others as inactive.

Results for COC(=O)c1cc(OC)c(OC)cc1N ?
Jurkat NFkB inh: 11; Mdm2 MdmX PPI: 14; XBP1 UPR activ: -2; 697 NFkB inh: 21; APJ antagonist: 17; tim23-1 inh: -6; UPR CHOP act: -1.5; APJ ag: -2

Results for O=C1C=C(c2ccccc2)C(O)(c2ccccc2)C1 (stereo not given) ?
Jurkat NFkB inh: 8; Mdm2 MdmX PPI: 41; XBP1 UPR activ: -2; 697 NFkB inh: 19; APJ antagonist: 10; tim23-1 inh: 1; UPR CHOP act: -3.0; APJ ag: -1

How did Cc1ccccc1/C=C\c1nc2ccccc2c(=O)n1Cc1ccccc1 do in these assays?
Jurkat NFkB inh: -20; Mdm2 MdmX PPI: 4; XBP1 UPR activ: 0; 697 NFkB inh: -8; APJ antagonist: -2; tim23-1 inh: 17; UPR CHOP act: 1.0; APJ ag: 0

What do the screens show for `CCOC(=O)N1CCN(S(=O)(=O)c2c[nH]c(C(=O)OC)c2)CC1`?
Jurkat NFkB inh: 19; Mdm2 MdmX PPI: 19; XBP1 UPR activ: -6; 697 NFkB inh: 7; APJ antagonist: -2; tim23-1 inh: -2; UPR CHOP act: 1.4; APJ ag: 1

What do the screens show for `CC(=O)N(Cc1ccc(Br)cc1)c1ccccc1C(=O)O`?
Jurkat NFkB inh: 4; Mdm2 MdmX PPI: -12; XBP1 UPR activ: 0; 697 NFkB inh: 19; APJ antagonist: 5; tim23-1 inh: 5; UPR CHOP act: 1.4; APJ ag: -5

How did Cc1sc2nc(CSc3nc4ccccc4c(=O)n3CCCN3CCOCC3)[nH]c(=O)c2c1C do in these assays?
Jurkat NFkB inh: 4; Mdm2 MdmX PPI: 40; XBP1 UPR activ: 3; 697 NFkB inh: 16; APJ antagonist: 7; tim23-1 inh: -1; UPR CHOP act: -2.3; APJ ag: -6

What do the screens show for `CCOC(=O)c1ccc(NC(=O)CCC(=O)NCc2ccco2)cc1`?
Jurkat NFkB inh: -2; Mdm2 MdmX PPI: -11; XBP1 UPR activ: -4; 697 NFkB inh: 0; APJ antagonist: 0; tim23-1 inh: 10; UPR CHOP act: 2.3; APJ ag: -2

Results for CCOC(=O)/C(C#N)=C/c1c(N2CCN(C)CC2)nc2ccccn2c1=O ?
Jurkat NFkB inh: -17; Mdm2 MdmX PPI: -11; XBP1 UPR activ: -4; 697 NFkB inh: 14; APJ antagonist: 4; tim23-1 inh: 4; UPR CHOP act: 0.5; APJ ag: -2

What do the screens show for `CCc1nc2ccccc2c(C(=O)Nc2cccc(C)c2)c1C`?
Jurkat NFkB inh: 5; Mdm2 MdmX PPI: -16; XBP1 UPR activ: -4; 697 NFkB inh: -25; APJ antagonist: 14; tim23-1 inh: 3; UPR CHOP act: 3.4; APJ ag: -2

How did O=C(O)c1nnn(-c2cc(C(F)(F)F)cc(C(F)(F)F)c2)c1-c1ccccc1 do in these assays?
Jurkat NFkB inh: -2; Mdm2 MdmX PPI: 5; XBP1 UPR activ: 0; 697 NFkB inh: -21; APJ antagonist: 2; tim23-1 inh: 5; UPR CHOP act: -1.5; APJ ag: -3

What do the screens show for `O=C(c1ccc(Cl)c(Cl)c1)N1CCC(O)(CN2CCOCC2)CC1`?
Jurkat NFkB inh: -4; Mdm2 MdmX PPI: 16; XBP1 UPR activ: -6; 697 NFkB inh: 8; APJ antagonist: -23; tim23-1 inh: 12; UPR CHOP act: -1.0; APJ ag: -3

What do the screens show for `O=C(NC1CC1)c1cc(-c2ccc(Br)cc2)nc2ccccc12`?
Jurkat NFkB inh: 15; Mdm2 MdmX PPI: 12; XBP1 UPR activ: 1; 697 NFkB inh: 24; APJ antagonist: -10; tim23-1 inh: 8; UPR CHOP act: 1.8; APJ ag: -3

Overlap with the part before: 2 entries, then new ones.
What do the screens show for `O=C(c1ccc(Cl)c(Cl)c1)N1CCC(O)(CN2CCOCC2)CC1`?
Jurkat NFkB inh: -4; Mdm2 MdmX PPI: 16; XBP1 UPR activ: -6; 697 NFkB inh: 8; APJ antagonist: -23; tim23-1 inh: 12; UPR CHOP act: -1.0; APJ ag: -3

What do the screens show for `O=C(NC1CC1)c1cc(-c2ccc(Br)cc2)nc2ccccc12`?
Jurkat NFkB inh: 15; Mdm2 MdmX PPI: 12; XBP1 UPR activ: 1; 697 NFkB inh: 24; APJ antagonist: -10; tim23-1 inh: 8; UPR CHOP act: 1.8; APJ ag: -3

What do the screens show for `CC(C)=C1C2C=CC1C1C(=O)N(c3ccc4c(c3)OCO4)C(=O)C21` (stereo not given)?
Jurkat NFkB inh: 2; Mdm2 MdmX PPI: -4; XBP1 UPR activ: -2; 697 NFkB inh: 11; APJ antagonist: 8; tim23-1 inh: 19; UPR CHOP act: 0.2; APJ ag: -5

Results for Cc1cc(O)c(/C=N/OCc2ccc(Cl)cc2Cl)c(=O)o1 ?
Jurkat NFkB inh: 3; Mdm2 MdmX PPI: 17; XBP1 UPR activ: -2; 697 NFkB inh: 9; APJ antagonist: 3; tim23-1 inh: -1; UPR CHOP act: 1.4; APJ ag: -1

Results for Cc1cc(=O)n2[nH]c(C)c(-c3ccc(Cl)cc3)c2n1 ?
Jurkat NFkB inh: -14; Mdm2 MdmX PPI: 11; XBP1 UPR activ: 0; 697 NFkB inh: -3; APJ antagonist: 15; tim23-1 inh: 15; UPR CHOP act: 1.0; APJ ag: 3

Results for CS(=O)(=O)N(CC(=O)Nc1ccccc1C(=O)N1CCOCC1)c1cccc(F)c1 ?
Jurkat NFkB inh: 1; Mdm2 MdmX PPI: 28; XBP1 UPR activ: -3; 697 NFkB inh: -19; APJ antagonist: 10; tim23-1 inh: 3; UPR CHOP act: 2.6; APJ ag: -3

Results for O=C(COC(=O)/C=C/c1cccc(C(F)(F)F)c1)NC(c1ccccc1)c1ccccc1 ?
Jurkat NFkB inh: 17; Mdm2 MdmX PPI: -7; XBP1 UPR activ: 0; 697 NFkB inh: 20; APJ antagonist: -4; tim23-1 inh: -9; UPR CHOP act: 0.7; APJ ag: -2

How did COc1ccc(/C(N)=N/OC(=O)CCCN2C(=O)c3ccccc3C2=O)cc1OC do in these assays?
Jurkat NFkB inh: 18; Mdm2 MdmX PPI: 1; XBP1 UPR activ: -2; 697 NFkB inh: -5; APJ antagonist: 2; tim23-1 inh: 9; UPR CHOP act: -0.3; APJ ag: 2

Results for COc1cccc(NC(=O)Nc2ccc(C)c(Cl)c2)c1 ?
Jurkat NFkB inh: -88; Mdm2 MdmX PPI: -44; XBP1 UPR activ: 0; 697 NFkB inh: -54; APJ antagonist: -5; tim23-1 inh: 2; UPR CHOP act: 7.6; APJ ag: 0

Results for CCCCOC(=O)n1c(=O)oc2cc(S(=O)(=O)N3CCCCC3)ccc21 ?
Jurkat NFkB inh: 17; Mdm2 MdmX PPI: 2; XBP1 UPR activ: -1; 697 NFkB inh: 19; APJ antagonist: 3; tim23-1 inh: 52*; UPR CHOP act: 1.0; APJ ag: -6

How did CC(C)(C)c1ccc(C(=O)N/C(N)=N/c2nc3ccccc3o2)cc1 do in these assays?
Jurkat NFkB inh: 10; Mdm2 MdmX PPI: 18; XBP1 UPR activ: -4; 697 NFkB inh: -24; APJ antagonist: 4; tim23-1 inh: 17; UPR CHOP act: -1.0; APJ ag: -4

How did O=C(O)/C(=C1/OC(=O)c2ccccc21)c1ccccc1 do in these assays?
Jurkat NFkB inh: -6; Mdm2 MdmX PPI: 7; XBP1 UPR activ: 0; 697 NFkB inh: 17; APJ antagonist: 8; tim23-1 inh: 0; UPR CHOP act: 0.3; APJ ag: 0

Results for Cc1cccc(N=Nc2cn[nH]c2-c2ccco2)c1 ?
Jurkat NFkB inh: -15; Mdm2 MdmX PPI: -63; XBP1 UPR activ: 5; 697 NFkB inh: -35; APJ antagonist: 7; tim23-1 inh: 29; UPR CHOP act: 4.1; APJ ag: -4

Results for COc1cccc(NC(=O)COc2cc(C)cc3oc(=O)cc(C)c23)c1 ?
Jurkat NFkB inh: 1; Mdm2 MdmX PPI: 19; XBP1 UPR activ: -1; 697 NFkB inh: 16; APJ antagonist: 7; tim23-1 inh: -5; UPR CHOP act: 0.2; APJ ag: -1

How did COCCn1c(C(F)(F)F)ccc(NC(=O)c2ccccc2)c1=O do in these assays?
Jurkat NFkB inh: -56; Mdm2 MdmX PPI: -86; XBP1 UPR activ: -3; 697 NFkB inh: -98; APJ antagonist: 27; tim23-1 inh: 17; UPR CHOP act: 5.1; APJ ag: 0

Results for Cc1ccc(CNS(=O)(=O)c2ccc(C)s2)cc1 ?
Jurkat NFkB inh: -4; Mdm2 MdmX PPI: -17; XBP1 UPR activ: -2; 697 NFkB inh: -18; APJ antagonist: 3; tim23-1 inh: 39; UPR CHOP act: 1.7; APJ ag: -3

What do the screens show for `CCOC(=O)c1c(C)c(C(=O)NCc2cccs2)c(C)n1CC`?
Jurkat NFkB inh: 6; Mdm2 MdmX PPI: -15; XBP1 UPR activ: 1; 697 NFkB inh: 8; APJ antagonist: -7; tim23-1 inh: 13; UPR CHOP act: 1.5; APJ ag: -1

Results for O=C(NCCN1CCOCC1)c1ccc(Cl)c(Cl)c1 ?
Jurkat NFkB inh: 0; Mdm2 MdmX PPI: 11; XBP1 UPR activ: 0; 697 NFkB inh: 13; APJ antagonist: 9; tim23-1 inh: -2; UPR CHOP act: -0.6; APJ ag: 0

Results for CCOC(=O)c1c(-c2ccccc2)csc1NC(=O)CCN1CCOCC1 ?
Jurkat NFkB inh: 1; Mdm2 MdmX PPI: 6; XBP1 UPR activ: 2; 697 NFkB inh: -13; APJ antagonist: 0; tim23-1 inh: -11; UPR CHOP act: -0.8; APJ ag: -1

Results for CCC(C)(NC(=O)c1ccc2c(c1)OCO2)C(=O)NC1CCCCC1 (stereo not given) ?
Jurkat NFkB inh: -5; Mdm2 MdmX PPI: 9; XBP1 UPR activ: -2; 697 NFkB inh: -2; APJ antagonist: -5; tim23-1 inh: 15; UPR CHOP act: -0.2; APJ ag: -1

Results for c1ccc(Nc2ccccn2)nc1 ?
Jurkat NFkB inh: -12; Mdm2 MdmX PPI: 5; XBP1 UPR activ: -1; 697 NFkB inh: 0; APJ antagonist: 5; tim23-1 inh: 13; UPR CHOP act: 0.7; APJ ag: -1

What do the screens show for `COc1ccc2c(c1)CCc1cn[nH]c1-2`?
Jurkat NFkB inh: -15; Mdm2 MdmX PPI: 7; XBP1 UPR activ: 0; 697 NFkB inh: -16; APJ antagonist: -3; tim23-1 inh: 5; UPR CHOP act: 0.0; APJ ag: 0

Results for O=C(COC(=O)c1ccc(-n2cnnn2)cc1)Nc1cc(Cl)ccc1F ?
Jurkat NFkB inh: -1; Mdm2 MdmX PPI: 26; XBP1 UPR activ: -1; 697 NFkB inh: 17; APJ antagonist: -4; tim23-1 inh: -1; UPR CHOP act: -1.7; APJ ag: 0

How did CCNS(=O)(=O)c1ccc(CCC(=O)NCc2ccncc2)cc1 do in these assays?
Jurkat NFkB inh: 7; Mdm2 MdmX PPI: -7; XBP1 UPR activ: 0; 697 NFkB inh: 5; APJ antagonist: 14; tim23-1 inh: 16; UPR CHOP act: 1.9; APJ ag: 0

How did Nc1cc(Oc2ccc(Cl)cc2Cl)nc(N)n1 do in these assays?
Jurkat NFkB inh: -9; Mdm2 MdmX PPI: 6; XBP1 UPR activ: -6; 697 NFkB inh: -6; APJ antagonist: -9; tim23-1 inh: 17; UPR CHOP act: -0.2; APJ ag: -3

How did Cc1[nH]n(-c2ccccc2)c(=O)c1C=Nc1ccc(S(=O)(=O)N(C)C)cc1 do in these assays?
Jurkat NFkB inh: 9; Mdm2 MdmX PPI: 18; XBP1 UPR activ: 0; 697 NFkB inh: 2; APJ antagonist: 0; tim23-1 inh: 14; UPR CHOP act: -3.0; APJ ag: -4
